Screening data: PubChem, several laboratories
FAS-TE inh: FAS thioesterase (human) inhibition | P49327 | recombinant FAS-TE, OMFH fluorogenic substrate, fluorescence endpoint | inhibition, % at 15 µM | 0.67% of 360,000 active | AID 602261;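 active = compounds whose normalised, plate-corrected inhibition of enzyme fluorescence in the single-dose primary screen is 50% or more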;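 also: 0% = DMSO with enzyme and 100% = substrate without enzyme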
MsrA inhibitor: bovine MsrA inhibition; purified bovine MsrA, absorbance read-out; inhibition, % at 15.5 µM; 0.75% of 360,000 active; in the data active = inhibition above about 4.5%;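 also: 0% = vehicle wells with enzyme and 100% = reference inhibitor wells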
TbMetRS inhib: blocks T. brucei methionyl-tRNA synthetase activity | purified T. brucei MetRS, ATP depletion, Kinase-Glo luminescence | inhibition, % at 11.9 µM | 0.4% of 360,000 active | AID 624268;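 active = inhibition above a per-plate cutoff of the control wells' mean inhibition plus 3 SD, cut at about 5.5% in these data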;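 also: 0% = DMSO wells median and 100% = median of wells with control inhibitor compound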
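Test system: purified T. brucei MetRS enzyme. Also added: ATP, methionine and E. coli bulk tRNA substrates. Compound: 11.9 µM single point. Schedule: 15 min enzyme-compound preincubation, 2 h reaction, 10 min detection, 25 °C. Signal: luciferase luminescence of residual ATP, Kinase-Glo. Evaluation: percent inhibition versus plate control medians. Controls: DMSO wells, low control.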
PABP1 MLLE inh: blocks PAM2 peptide binding to the PABP1 MLLE domain; P11940; GST-MLLE / FITC-PAM2 fluorescence polarization; inhibition, % at 20 µM; 0.36% of 360,000 active; AID 588489; in the data active = inhibition above about 35%, passing the limit was not always enough;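 also: plate controls were DMSO wells with GST-MLLE for no effect and wells lacking GST-MLLE protein for full effect; some results filed as inactive read as strong as hits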
MT1-MMP act inh: inhibitors of human MT1-MMP activation; P50281; HT1080 RFP-PRO-GFP cells, GFP/RFP ratio fluorescence, overnight; percent of plate control window, DMSO zero; GFP/RFP ratio change, % at 20 µM; 0.061% of 360,000 active;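 active = GFP/RFP ratio change of at least 30% with cell ATP level not reduced by more than half and red fluorescence within 50% of control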; also: strong numbers were not always called active
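Assay system: HT1080 cells carrying an RFP-PRO-GFP reporter | Dosing: Single dose of 20 µM compound, 1% DMSO final | Incubation: Cells overnight before dosing, compound overnight, 37 °C, 5% CO2 | Evaluation: GFP/RFP fluorescence ratio | Control set: DMSO and RFP-L50D-GFP cell wells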
NRP1-CendR mod: alters CendR peptide binding to human NRP-1; FAM-RPARPAR peptide binding to NRP-1, fluorescence polarization; inhibition, % at 25 µM; 0.85% of 360,000 active; AID 602438;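 active = inhibition or corrected inhibition above about 18%, plus a signal ratio from 0.5 to 1.5, limit read from the data, passing the limit was not always enough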; also: strong numbers were not always called active
SKN-1 inh: inhibitors of C. elegans SKN-1; C. elegans VP596 Pgst-4::GFP/RFP ratio, acrylamide-induced, 24 h; inhibition, % at 21.8 µM; 0.49% of 360,000 active; AID 624304;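 active = interference check ratio from 0.5 to 1.5 plus GFP to RFP signal ratio inhibition reaching or exceeding a fixed threshold, cut at about 30% in these data, passing the limit was not always enough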; also: some compounds called inactive have numbers as strong as hits
eLon inh: inhibitors of E. coli Lon protease; P0A9M0; purified E. coli Lon protease, fluorescence polarization; inhibition, % at 7.94 µM; 0.42% of 360,000 active; AID 602123; in the data active = inhibition above about 13%, passing the limit was not always enough;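 also: 0% = enzyme with probe and DMSO and 100% = no enzyme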
Target sequence (P0A9M0 whole entry, looked up): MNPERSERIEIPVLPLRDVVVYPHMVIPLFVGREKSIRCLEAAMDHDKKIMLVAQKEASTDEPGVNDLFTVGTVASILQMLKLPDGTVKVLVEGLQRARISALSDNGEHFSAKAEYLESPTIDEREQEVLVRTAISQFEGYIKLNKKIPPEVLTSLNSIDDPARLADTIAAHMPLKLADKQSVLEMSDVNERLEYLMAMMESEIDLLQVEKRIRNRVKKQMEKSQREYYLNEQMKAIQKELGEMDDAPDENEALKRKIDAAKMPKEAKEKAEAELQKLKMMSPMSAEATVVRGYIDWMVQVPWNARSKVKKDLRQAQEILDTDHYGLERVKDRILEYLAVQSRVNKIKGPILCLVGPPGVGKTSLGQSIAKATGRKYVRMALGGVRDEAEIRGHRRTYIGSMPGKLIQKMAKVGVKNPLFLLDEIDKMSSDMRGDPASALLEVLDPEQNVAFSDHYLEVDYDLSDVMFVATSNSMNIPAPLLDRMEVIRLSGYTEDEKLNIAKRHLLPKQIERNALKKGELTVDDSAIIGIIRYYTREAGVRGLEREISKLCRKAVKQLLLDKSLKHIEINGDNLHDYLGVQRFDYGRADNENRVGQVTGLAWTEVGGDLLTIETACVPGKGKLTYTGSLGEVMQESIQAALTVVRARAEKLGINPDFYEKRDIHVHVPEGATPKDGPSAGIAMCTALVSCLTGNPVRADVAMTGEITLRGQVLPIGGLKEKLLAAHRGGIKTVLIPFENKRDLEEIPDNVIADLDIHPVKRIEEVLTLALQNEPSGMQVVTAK
MsrA act: activates bovine MsrA enzyme | purified bovine MsrA, absorbance read-out | AID 602163 | 0.3% of 360,000 active | activation, % at 10.6 µM; in the data active = activation above about 7.5%;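 also: 0% = vehicle and 100% = reference activator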
* = called active by the depositor; . = not tested or not shown.

SMILES	FAS-TE inh	MsrA inhibitor	TbMetRS inhib	PABP1 MLLE inh	MT1-MMP act inh	NRP1-CendR mod	SKN-1 inh	eLon inh	MsrA act
CCCc1nnc(NC(=O)CCC(=O)NCc2ccccc2Cl)s1	-10	0.7	0.4	9	-4	2	9	-11	-2
CC(=O)CC1c2ccccc2C=C(c2ccsc2)N1c1ccc(-c2cccs2)cc1 (stereo not given)	20	1.4	0.3	.	-3	1	3	0	-2
COc1ccc(OCCC(=O)OCC(=O)NCc2ccccc2)cc1	-7	-0.7	0.5	10	-7	-1	3	-16	-2
COC(=O)C1=C(NC(=O)c2cccc(OC)c2)CCS1	11	.	-0.3	33	-4	12	10	5	-2
CN(CCCN1CCOCC1)Cc1cn(C)nc1-c1ccccc1F	-6	0.7	-0.2	12	3	2	-11	-6	-1
CCN1CCN(c2ccc(S(=O)(=O)N3CCOCC3)cc2NC(=O)/C=C/c2ccc(OC)c(OC)c2)CC1	-4	2.9	-0.1	-124	2	9	-2	-15	-2
Cc1csc(NC(=O)CSc2nnc(NC(=O)NC(C)(C)C)s2)n1	-2	0.2	-0.3	0	-2	0	18	-2	-1
COc1ccc(/C(C)=N/NC(=S)Nc2cc(C)ccc2C)cc1	4	0.4	-0.4	26	.	20	6	-7	-11
CCCCC(NC(C)=O)c1nc2ccccc2n1CCC (stereo not given)	1	0.0	-0.8	2	-4	16	-8	5	-6
Cc1cccc(C)c1NC(=O)C(c1ccc(C#N)cc1)n1c(=O)c(-c2ccco2)nc2ccccc21 (stereo not given)	.	0.3	0.4	.	-10	-42	0	.	.
Cc1cc(NC(=O)CN2CCN(c3ncccn3)CC2)no1	-9	-0.9	-1.0	15	2	-8	0	-8	-7
Cc1cc2oc(=O)cc(-c3ccccc3)c2c(C)c1-c1ccc(CO)cc1	29	0.0	-0.1	-8	-4	7	8	4	-2
O=Cc1c(NCc2cccc(F)c2)c2ccccc2[nH]c1=O	4	0.0	0.0	3	1	-3	29	3	-4
CCN(CC(=O)Nc1c(F)cccc1F)C(=O)C1CCC1	-4	-0.1	-0.1	12	-3	-2	-2	-1	-3
CC1=NN(Cc2ccccc2)C(=O)/C1=C/c1ccc(N(C)C)cc1	-4	-0.3	-0.3	-27	7	-26	30	-30	-1
Nc1ccc2nc(CCCO)[nH]c2c1	-4	-0.5	-0.5	-1	6	-4	7	-1	-3
Cc1cc(NC(=O)CSc2nnc(-c3ccc(S(=O)(=O)N4CCCC4)cc3)n2C)no1	-1	-0.9	-0.3	-20	6	0	6	-6	-3
COC(=O)c1ccccc1NC(=O)CSc1nnnn1-c1ccc(C)cc1C	30	2.2	-0.3	10	-4	2	21	9	-4
CC(=O)Nc1ccc(NC(=O)CCc2c(C)noc2C)cc1	-7	3.1	0.1	-18	1	6	30	4	-3
O=C(O)COCC(=O)NC1CCN(Cc2ccccc2)CC1	-5	-1.7	-0.6	-19	1	7	-4	-3	2
O=C(Nc1nccs1)c1ccc(Cl)c(S(=O)(=O)N2CCCCC2)c1	8	0.9	-1.6	1	-3	-1	4	-7	-11
Cc1[nH]c2ccccc2c1N=Nc1ccc(F)cc1	36	1.2	-1.1	-4	-2	0	87*	9	-8
CC(CCc1ccccc1)NC(=O)/C=C/c1ccccc1 (stereo not given)	8	0.1	-1.2	-8	2	-1	1	-9	-8
Cc1ccc(NC(=O)N2CCN(c3ncccc3C(F)(F)F)CC2)cc1	7	-1.0	-0.2	3	3	-2	12	-53	-1
COC(=O)Cc1c(O)ccn(Cc2ccc(OC)c(OC)c2)c1=O	-6	-0.5	-0.8	5	1	-5	0	-5	-7
C=CCn1c(-c2cccc(OC)c2)n[nH]c1=S	-12	0.1	0.7	-20	-6	-7	1	6	-2
COCC(C)n1c(C)cc(C(=O)CSc2nnnn2-c2ccc(O)cc2)c1C (stereo not given)	-70	-0.1	-0.1	-62	-7	15	10	1	-1
Nc1ncc(CN2CCCC(C(=O)Nc3ccc(-c4ccco4)cc3)C2)cn1 (stereo not given)	-6	1.7	0.2	-20	-3	-14	26	-15	-5
Cc1ccc[n+](CC(=O)Nc2ccc(Cl)c([N+](=O)[O-])c2)c1	3	0.8	3.3	20	-2	3	7	-2	-3
Cc1cc([N+](=O)[O-])cc(/C=N/n2c(C)nc3ccccc3c2=O)c1O	6	0.1	0.1	-14	-3	-16	-3	0	-2
Cn1cccc1C(=O)C(=O)Nc1cccc(Cl)c1Cl	-4	0.0	0.0	2	0	-12	-19	1	-12
Cc1ccc(C)c(NC(=O)COC(=O)CC2c3ccccc3CCN2S(=O)(=O)c2ccc(F)cc2)c1 (stereo not given)	11	.	-1.5	-7	-3	0	1	-23	-8
Cc1cc(C)c(NC(=O)CN(C)CC(=O)Nc2cccc(S(=O)(=O)N(C)c3ccccc3)c2)c(C)c1	18	0.3	0.0	-20	5	2	-14	-1	-2
CC(C)NC(=O)N(C)C[C@H]1Oc2c(NC(=O)C3CC3)cccc2C(=O)N([C@H](C)CO)C[C@@H]1C	-5	0.5	-0.2	-8	2	0	9	-2	-1
C=CCNC(=O)CC(=O)N/N=C/c1cccc(C)c1	-14	-0.4	0.5	2	1	0	3	-11	-5
CCc1ccc(/C=C/C(=O)c2ccc(S(=O)(=O)N(C)C)cc2)cc1	-5	2.2	-0.8	14	6	-9	1	-8	-7
O=C(CSc1ncc(-c2ccccc2)[nH]1)Nc1ccccc1	-4	-0.3	2.1	15	-3	-8	22	5	-1
COCCCNC(=O)C1CC(=O)N(C2CCCC2)C1 (stereo not given)	-7	0.3	0.8	5	5	2	4	2	-2
Cc1c(Cc2ccccc2)sc(NC(=O)/C=C/c2cccc3ccccc23)c1C(N)=O	5	-0.2	1.2	9	-11	6	-3	-20	-1
CCOC(=O)Cc1csc2nc3sc(C)c(C)c3c(=O)n12	-4	2.3	-1.0	6	0	-6	-6	-3	-5
COCCCNC(=O)Cn1cnc(C(=O)Nc2ccc(C)c(C)c2)n1	-11	-0.4	-0.2	-9	8	-5	5	2	-3
Cc1noc(C)c1S(=O)(=O)Nc1ccc(C(C)C)cc1	9	1.7	-0.1	-3	2	18*	8	-9	-3
CCOc1ccc(/C=C/C(=O)Oc2ccccc2)cc1	-1	-2.3	-0.3	-6	0	10	2	-6	0
COc1ccc(CNC(=O)C2CCCN2C)cc1OC (stereo not given)	-3	0.8	0.0	-2	-2	-7	-9	-3	-4
Cc1c(NC(=O)c2cc(-n3cnnc3)ccc2Cl)cccc1-c1nc2ccccc2s1	7	-0.9	-0.5	-39	-4	-5	4	0	0
C=CCNC(=O)C(=O)NCC1CCCN1S(=O)(=O)c1cccs1 (stereo not given)	-7	-0.6	-0.5	3	2	-4	15	-11	-5
CNc1nc(NC)nc(NNC(=O)c2ccccc2)n1	0	0.3	-0.1	-13	-4	9	10	-6	-3
CC(C)CC(NC(N)=O)C(=O)OCC(=O)Nc1ccc(OC(F)F)cc1 (stereo not given)	-1	-0.8	-0.7	-17	1	-12	11	-1	-1
CCc1nnc(NC(=O)C2=CCN(S(=O)(=O)c3ccc(F)cc3)CC2)s1	-1	0.2	-0.5	17	-3	18	-6	7	1
COC(=O)c1c(NC(=O)COC(=O)CC(NC(C)=O)c2ccccc2)sc(C)c1C (stereo not given)	4	-0.4	-0.3	-1	3	4	-7	2	-4
CCn1ncc(N2CCOCC2)c(Cl)c1=O	-4	0.4	0.0	-6	3	-7	0	-6	-2
COc1ccc(/C=N/NC(=O)CC(=O)NCc2cccnc2)cc1[N+](=O)[O-]	3	1.3	-0.5	-4	-5	19	11	-9	-2
Cc1ccc(C(O)(c2ccccc2)c2ccccc2C(C)N(C)C)c(C)c1 (stereo not given)	22	0.0	-0.8	1	-12	13	5	-5	-5
Cc1[nH][nH]c(=O)c1C=NCc1cccc(C(F)(F)F)c1	-2	1.1	-0.3	4	0	2	-16	0	-4
CC(=O)Nc1ccc(S(=O)(=O)NC(C(=O)O)C2=CCC=CC2)cc1 (stereo not given)	-9	0.1	-0.8	-5	2	6	5	2	-13
O/N=C/c1ccc2cccc(O)c2n1	-8	-0.1	-0.2	9	1	7	-5	9	-7
CC(c1ccc(F)cc1)n1c(-c2cccs2)n[nH]c1=S (stereo not given)	-5	-0.8	-0.6	-11	0	12	9	-4	-4
CC(C)CCNC(=O)C1CCC(CNS(=O)(=O)c2cccc3nsnc23)CC1 (stereo not given)	-5	.	-0.4	1	0	7	3	10	-3
COC(=O)CN(c1cc([N+](=O)[O-])ccc1OC)S(C)(=O)=O	-3	2.1	-0.2	4	2	8	-1	-12	-3
CN(Cc1ccccc1F)C(=O)c1ccc(NC(=O)CC2SC(N3CCCCC3)=NC2=O)cc1 (stereo not given)	-5	0.1	-0.5	2	-5	11	-1	-18	-2
(cont.)
SMILES	FAS-TE inh	MsrA inhibitor	TbMetRS inhib	PABP1 MLLE inh	MT1-MMP act inh	NRP1-CendR mod	SKN-1 inh	eLon inh	MsrA act
O=C1NC(=S)S/C1=C\c1cccc([N+](=O)[O-])c1	15	2.4	-0.1	-6	-8	-56	5	-7	-3
CNC(=O)NC(=O)C(C)OC(=O)CCCc1nc2ccccc2s1 (stereo not given)	-6	-0.7	0.1	-3	-1	4	-23	2	-10
COc1ccc(Nc2ccc(N3C(=O)CCCC3=O)cc2[N+](=O)[O-])cc1OC	-6	-0.8	-0.9	2	14	3	0	-2	-3
Cc1ccccc1NC(=O)CSC1=C(C#N)C(c2ccsc2)CC(=O)N1 (stereo not given)	-2	0.3	0.1	-2	4	10	38*	-5	-1
CCn1c(SCC(=O)Nc2sccc2C(N)=O)nnc1C1CC1	-7	-0.1	0.3	2	-2	-11	1	-16	-12
COc1cccc(-c2cc(C(=O)Nc3cccnc3)c3ccccc3n2)c1	8	0.4	-0.4	-5	-11	1	-4	2	-1
O=C(Nc1nnc(SCCC2OCCO2)s1)C1CC(=O)N(c2ccccc2)C1 (stereo not given)	-3	0.7	0.1	-34	-5	6	-1	-5	1
O=C(NCC(F)(F)F)C1C(=O)Nc2ccccc2C(=O)N1Cc1ccccc1 (stereo not given)	.	-1.7	0.2	.	-4	16	0	.	.
CC(C)C(c1nnnn1CCc1ccccc1)N1CCSCC1 (stereo not given)	5	-1.1	2.0	4	0	-4	-14	4	-4
